Cneo AK release: Cryptococcus neoformans lysis via adenylate kinase release; lysis activity, % at 15 µM; 0.2% of 360,000 active; AID 651654; C. neoformans lysis, adenylate kinase release luminescence, 4 h; normalised: neutral wells 0, clomiphene wells 100;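 active = mean lysis activity across replicates of at least 80%, whatever share of replicates individually reach that level; inactive = mean lysis activity below 80%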
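Test system: log-phase Cryptococcus neoformans yeast cells. Input: 5 × 10^6 yeast cells/mL. Medium: fresh YPD growth medium. Doses: single dose. Incubation: static 4 h at 37 °C with compound, 1 h detection. Measured by: luminescent adenylate kinase detection reagent. Read-out: signal increase indicating cell lysis. Benchmarks: Clomiphene.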
esBAF inh: blocks esBAF chromatin remodeling in mouse ES cells | Bmi1-luciferase knock-in reporter, 24 h; 100% = twice the neutral-well signal | reporter increase, % at 12.5 µM | 2% of 350,000 active; in the data active = activation above about 40%;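 note: 0% = median of the plate's neutral control wells and 100% = double that signal; a rise in the Bmi1 reporter signal indicates esBAF inhibition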
miR122 inh: blocks miR-122 activity in Huh7 sensor cells; activation (reporter increase), % at 12.5 µM; 0.3% of 340,000 active; Huh7 miR-122 Renilla luciferase sensor, 48 h; neutral wells = 0, positive control = 100;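 active = mean replicate activation score at least 90 and every replicate individually at or above 90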;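 note: higher luciferase means less miR-122 activity so hits act as miR-122 inhibitors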
ARNT TACC3 PPI: disrupts binding between human ARNT and TACC3. 0.66% of 390,000 active. inhibition, % at 9.99 µM. AlphaScreen His-ARNT PAS-B/GST-TACC3 binding, luminescence; TACC3 fragment carries E629A point mutation. Q9Y6A5;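 active = mean inhibition of replicates at least 50% and at least half of replicates each reaching 50%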;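 note: 0% = complete ARNT plus TACC3 wells and 100% = ARNT alone without TACC3; many hits fall short of the cut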
ERp5 inh: inhibitors of human ERp5; ERp5 insulin aggregation, absorbance 650 nm, 90 min; 0.05% of 350,000 active; inhibition, % at 9.99 µM; AID 651711; Q15084;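 active = mean replicate inhibition above about 25%, with every replicate also reaching it, limit read from the data, passing the limit was not always enough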
Target sequence (Q15084 whole entry, looked up): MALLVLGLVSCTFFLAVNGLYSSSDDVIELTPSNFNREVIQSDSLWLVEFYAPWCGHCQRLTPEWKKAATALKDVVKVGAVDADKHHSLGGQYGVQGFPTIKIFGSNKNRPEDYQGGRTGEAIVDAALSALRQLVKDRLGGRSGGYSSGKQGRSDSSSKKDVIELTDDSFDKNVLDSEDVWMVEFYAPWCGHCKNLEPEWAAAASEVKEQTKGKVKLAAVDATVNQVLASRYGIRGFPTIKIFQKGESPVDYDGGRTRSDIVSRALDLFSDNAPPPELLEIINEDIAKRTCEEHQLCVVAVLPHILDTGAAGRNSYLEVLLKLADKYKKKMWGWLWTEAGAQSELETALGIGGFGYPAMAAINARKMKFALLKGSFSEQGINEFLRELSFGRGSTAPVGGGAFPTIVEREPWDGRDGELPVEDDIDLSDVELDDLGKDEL
SIRT5 block: inhibitors of human sirtuin-5 desuccinylase; Purified SirT5, succinyl-peptide AMC, trypsin-coupled fluorescence; 1.1% of 330,000 active; Q9NXA8; inhibition, % at 15 µM; in the data active = inhibition above about 15%
Target sequence (Q9NXA8 whole entry, looked up): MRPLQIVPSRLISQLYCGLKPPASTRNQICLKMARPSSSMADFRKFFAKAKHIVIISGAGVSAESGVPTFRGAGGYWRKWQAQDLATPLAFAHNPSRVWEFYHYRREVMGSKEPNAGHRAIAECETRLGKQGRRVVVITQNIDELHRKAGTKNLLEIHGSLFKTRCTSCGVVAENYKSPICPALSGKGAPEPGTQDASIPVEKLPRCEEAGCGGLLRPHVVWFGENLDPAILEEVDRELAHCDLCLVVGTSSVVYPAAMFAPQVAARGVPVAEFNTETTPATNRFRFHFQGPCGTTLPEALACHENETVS
C2C12 statin: suppressors of simvastatin-induced myotoxicity in C2C12 myotubes; rescue of ATP level, % at 7.49 µM; ATP luminescence, 48 h; scaled: DMSO 0, geranylgeraniol control 100; 0.78% of 330,000 active;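 active = mean ATP rescue above about 67%, or every replicate alone reaching that limit, limit read from the data, passing the limit was not always enough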;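 note: myotubes were challenged with 10 µM simvastatin during compound exposure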
An asterisk follows results filed as active; · = not tested or not shown; & = joins results of further samples; [ ] = another dose, or the depositor's remark.

SMILES	Cneo AK release	esBAF inh	miR122 inh	ARNT TACC3 PPI	ERp5 inh	SIRT5 block	C2C12 statin
C[C@@H]1CN([C@@H](C)CO)C(=O)c2ccccc2-c2ccccc2CO[C@H]1CN(C)C(=O)CCC(F)(F)F	0	4	·	-2	0	0	·
NC1=NC[C@H](Cc2ccc(O)cc2)N1CCc1cc(C(F)(F)F)cc(C(F)(F)F)c1	5	-5	-6	21	0	-2	-21
COc1cc([N+](=O)[O-])ccc1NC(=O)NN1CCN(C)CC1	1	-6	-1	-29	-16	-1	3
Cc1ccc(NC(=O)c2cc(-c3ccccc3)nn2-c2ccccc2)cc1	-2	·	9	4	-4	-2	·
CCOc1ccc(-c2nc(CS(=O)(=O)CC(=O)NCc3ccc(F)cc3)c(C)o2)cc1	-2	17	-2	-6	-2	-3	11
CCCc1n[nH]c(=S)n1Cc1ccco1	-1	-4	1	-1	5	-10	1
C[C@@H]1CN([C@H](C)CO)C(=O)c2cc(C3=CCCCC3)cnc2O[C@H]1CN(C)Cc1ccc(C(=O)O)cc1	5	4	-4[16.7 µM]	-6	2	-1	10
Cn1cc(C(=O)N2CCCCC2)c(=O)c2cc(S(=O)(=O)N3CCCC3)ccc21	-6	-2	-3	4	-1	-2	5
CCCCn1c(=O)c(C(=O)c2ccccc2)nc2ccccc21	-2	-6	-10	4	·	·	3
C/C(=N/NC(=O)c1ccc(C)s1)c1cccc(NC(=O)c2ccoc2C)c1	-4	10	1	10	5	17*	-21
CCCCn1nnnc1SCC(=O)Nc1sc2c(c1C#N)CCCC2	1	9	-1	-4	·	·	-2
COc1ccccc1OCCNc1cc(N2CCCCC2)ccc1[N+](=O)[O-]	0	·	-2	5	4	-3	·

Filtered by structure: those above containing nitrogen in an aromatic ring
SMILES	Cneo AK release	esBAF inh	miR122 inh	ARNT TACC3 PPI	ERp5 inh	SIRT5 block	C2C12 statin
Cc1ccc(NC(=O)c2cc(-c3ccccc3)nn2-c2ccccc2)cc1	-2	·	9	4	-4	-2	·
CCOc1ccc(-c2nc(CS(=O)(=O)CC(=O)NCc3ccc(F)cc3)c(C)o2)cc1	-2	17	-2	-6	-2	-3	11
CCCc1n[nH]c(=S)n1Cc1ccco1	-1	-4	1	-1	5	-10	1
C[C@@H]1CN([C@H](C)CO)C(=O)c2cc(C3=CCCCC3)cnc2O[C@H]1CN(C)Cc1ccc(C(=O)O)cc1	5	4	-4[16.7 µM]	-6	2	-1	10
Cn1cc(C(=O)N2CCCCC2)c(=O)c2cc(S(=O)(=O)N3CCCC3)ccc21	-6	-2	-3	4	-1	-2	5
CCCCn1c(=O)c(C(=O)c2ccccc2)nc2ccccc21	-2	-6	-10	4	·	·	3
CCCCn1nnnc1SCC(=O)Nc1sc2c(c1C#N)CCCC2	1	9	-1	-4	·	·	-2

Following part:
SMILES	Cneo AK release	esBAF inh	miR122 inh	ARNT TACC3 PPI	ERp5 inh	SIRT5 block	C2C12 statin
Cc1ccc(S(=O)(=O)N2CCOCC2)cc1NC(=O)COC(=O)c1cnc(Cl)c(Cl)c1	1	5	-2	-2	6	-4	3
NS(=O)(=O)c1ccc(CNC(=O)c2csc3c2CCCC3)cc1	·	·	-10	7	4	2	·
C[C@H]1CN([C@@H](C)CO)S(=O)(=O)c2ccc(C3=CCCC3)cc2O[C@@H]1CN(C)C	68	-15	38[16.7 µM]	2	-3	1	1
Cc1ccc(/C=C(\NC(=O)c2ccccc2)C(=O)NCC2CCCO2)o1 (stereo unspecified)	1	·	6	7	0	2	·
O=C(Cc1ccsc1)Nc1ccccc1F	0	-2	-3	-12	1	-4	10
CN(c1ccccc1)S(=O)(=O)c1ccc(NC(=O)c2ccc(-c3ccccc3)cc2)cc1	-2	2	-5	-19	3	2	-11
Cc1n[nH]c(=O)c2c(NC(=O)CSc3nnc(C4CC4)n3C)oc(C)c12	·	·	·	16	-9	0	·
Cc1ccc(CNC(=O)CCNC(=O)c2ccc(Br)o2)cc1	0	-9	·	-9	·	·	-4
COc1cccc(C2SCC(=O)N2c2ccc(C)cc2)c1OC (stereo unspecified)	4	·	·	0	13	-2	·
CCCCNC(=O)c1nc(C2CCN(S(=O)(=O)c3csc(C(=O)O)c3)CC2)oc1-c1ccccc1	-1	3	-1	·	3	1	-3
CCOCC(=O)NCc1ccc2c(c1)cc(C)n2C	0	-5	-3	16	4	0	4
O=C(Oc1ccc(-c2ccccc2)cc1)N1CCOCC1	-2	62*	-3	-8	·	·	-36
C/C(=N\c1nc2ccccc2n1C)c1cc(Cl)ccc1O	0	-2	3	2	·	·	4
C[C@H](CO)N1C[C@H](C)[C@H](CN(C)CC2CC2)Oc2ccc(NC(=O)CCC(F)(F)F)cc2CC1=O	-2	3	-8[16.7 µM]	-1	3	6	12
COc1ccccc1NC(=O)CN(C)S(=O)(=O)c1cc(C)ccc1OC	2	10	3	-21	·	·	5
CC1CCN(S(=O)(=O)c2ccc3c(c2)N(CC(=O)NCCCN2CCCCC2)C(=O)CS3)CC1	0	0	4	-7	1	-2	-7
O=C(NCC1CCCO1)c1cc(S(=O)(=O)N2CCOCC2)c(Cl)cc1Cl (stereo unspecified)	0	·	·	·	8	-3	·
O=C1OC2(c3ccccc31)c1ccccc1-c1ccccc12	-2	10	7	-2	-5	-3	-5
Cc1nc(SCC(=O)NCCN2C(=O)CSC2=O)nc(C)c1C	3	-2	3	-8	3	-3	2
N#CCCn1c(SCC(=O)N2CCN(S(=O)(=O)c3ccccc3)CC2)nc2ccccc21	1	-1	13	1	·	·	-6
COc1ccc(-c2cn(-c3ccc(C)cc3C)c(=O)[nH]2)cc1OC	2	4	-7	-4	2	-1	-11
C[C@@H]1CN([C@H](C)CO)C(=O)Cc2cc(NC(=O)Cn3cnnn3)ccc2O[C@@H]1CN(C)S(=O)(=O)c1cn(C)cn1	-1	6	1[16.7 µM]	·	8	1	-32
CCOC(=O)c1cccc(NC(=O)c2ccc3c(c2)C(=O)N(CC2CCCO2)C3=O)c1 (stereo unspecified)	-11	-6	·	9	0	-2	-4
CC(C)CC[n+]1ccn(C2=C([O-])c3ccccc3C(=O)/C2=N\S(=O)(=O)c2ccccc2)c1	0	10	12	-1	·	·	9
O=C(OC1CCOC1=O)c1ccc(CO)cc1 (stereo unspecified)	-1	-5	-2	-3	4	-3	-8
C[C@@H]1CN([C@H](C)CO)C(=O)c2cc(-c3cccc(F)c3)cnc2O[C@H]1CN(C)C(=O)Nc1cc(F)ccc1F	-2	5	7[16.7 µM]	-4	0	-1	-11
COc1ccc(CNc2nnnn2C)cc1	0	-1	2	-2	2	-4	9
CC1(C(=O)NS(=O)(=O)c2ccc(Cl)cc2)CCN1C(=O)CCC1CCCC1 (stereo unspecified)	0	-4	-3	·	2	·	1
CC12CCC(C(=O)Nc3cc(Cl)ccc3Cl)(C(Br)C1=O)C2(C)C (stereo unspecified)	-13	·	-3	-2	·	·	·
Nn1c(Cc2ccc(Br)cc2)n[nH]c1=S	·	·	0	5	1	-1	·
CCOC(=O)CNC(=O)/C=C/c1ccc2c(c1)OCO2	·	·	·	30	0	-4	·
Cc1cc(C)c(OCCCn2ccnc2)c(C)c1	5	-10	-3	0	-2	1	0
COC(=O)c1cn(NC(=O)c2cc(OC)c(OC)c(OC)c2)c(=O)c2ccccc12	2	·	3	33	·	·	·
O=C(CSc1nc2ccccc2o1)Nc1nc(-c2ccccc2)cs1	0	-13	5	-2	·	·	-5
CCN(Cc1nc2ccccc2c(=O)[nH]1)C(=O)c1cccc(S(=O)(=O)N2CCc3ccccc32)c1	0	10	·	7	1	6	-18
CCc1ccccc1NC(=S)N(CCCN1CCOCC1)Cc1cccs1	0	·	12	0	·	·	·

A stretch of the results above, as a working copy:
SMILES	Cneo AK release	esBAF inh	miR122 inh	ARNT TACC3 PPI	ERp5 inh	SIRT5 block	C2C12 statin
O=C(CSc1nc2ccccc2o1)Nc1nc(-c2ccccc2)cs1	0	-13	5	-2	·	·	-5
CCN(Cc1nc2ccccc2c(=O)[nH]1)C(=O)c1cccc(S(=O)(=O)N2CCc3ccccc32)c1	0	10	·	7	1	6	-18
CCc1ccccc1NC(=S)N(CCCN1CCOCC1)Cc1cccs1	0	·	12	0	·	·	·

(more compounds)
SMILES	Cneo AK release	esBAF inh	miR122 inh	ARNT TACC3 PPI	ERp5 inh	SIRT5 block	C2C12 statin
O=c1n(-c2ccccc2)c(=O)n2n1CC(O)C2	-1	-2	8	-4	2	0	0
C(=N\C(/N=C/c1ccco1)c1ccco1)/c1ccco1	0	0	-10	-1	·	·	-6
O=C(CS(=O)c1ccc(F)cc1)Nc1ccccc1Cl (stereo unspecified)	·	·	·	-4	-3	-3	·
O=C(c1ccncc1)N1CCCCN2[C@H](CO)[C@H](c3ccc(-c4ccccc4)cc3)[C@H]2C1	0	·	-2[16.7 µM]	-6	-2	1	·
CCNS(=O)(=O)c1ccc(CCC(=O)N2CCC(C)CC2)cc1	-1	-14	-3	1	-1	0	-5
CC1Cc2ccccc2N1S(=O)(=O)c1cccc(C(=O)NC2CC2)c1 (stereo unspecified)	7	1	-3	-25	·	·	·
NS(=O)(=O)c1ccc(CCNC(=O)CNC(=O)c2ccc(Br)o2)cc1	0	4	3	6	·	·	-12
CCCNC(=O)Nc1ccc2c(c1)OC[C@@H](C)N(Cc1ccncc1)C[C@@H](C)[C@H](OC)CN(C)C2=O	3	6	·	-7	-5	0	10
CCc1nnc(NC(=O)CSc2ncc(-c3ccccc3)n2CC)s1	11	-5	8	11	·	·	13
COc1cccc(NC(=O)C/C(C)=N/NC(=O)c2ccccc2Cl)c1	4	18	-5	-4	1	-4	6
CCN1C(=O)C(=O)c2cc(C)ccc21	0	2	-5	4	-3	·	-4
CSc1cccc(NC(=O)CSc2ccc(C)cc2)c1	-5	·	-5	1	·	·	·
COc1ccc(C(=O)NC(=S)N2CCCc3ccccc32)cc1OC	-2	-2	2	24	0	112*	6
O=c1c2c(nc3cc(-c4ccc(F)cc4)[nH]n13)CCCC2	-3	-50	-6	-3	·	·	-25
COC(=O)C(=O)Nc1nnc(COc2ccccc2)s1	2	3	1	-2	·	·	5
COC(=O)c1ccc(Cn2nc(C)cc2C)cc1	2	28	5	-4	·	·	24
CCOC(=O)C1(CCc2ccccc2)CCN(Cc2cccc3nccnc23)CC1	·	·	·	3	1	-3	·
CNCC(=O)Nc1c(C)n[nH]c1C	0	·	·	-8	5	2	·
Cc1ccccc1NC(=O)Nc1ccc2c(c1)C(=O)N(C)[C@H]1CC[C@H](CC(=O)NCC3CC3)O[C@@H]1CO2	-2	1	36[16.7 µM]	3	-1	-1	-5
CCN(CC)CCNC(=O)c1ccc(NC(=O)Cc2ccccc2F)cc1	3	-1	2	-4	4	-1	-6
O=C(C[C@@H]1CC[C@@H]2[C@H](COC[C@H](O)CN2Cc2ccc(F)cc2)O1)NCCc1ccccc1	-3	-1	3[16.7 µM]	-29	0	0	24
COc1ccc(-c2cc(C(=O)NN)[nH]n2)cc1OC	·	·	·	-4	5	0	·
COc1cc(OC)cc(C(=O)Nc2ccc(-c3nc4ccccc4o3)cc2)c1	-4	14	-7	-4	·	·	-12
Cc1oc2c(CN3CCCC(C)C3)c(O)ccc2c(=O)c1-c1ccccc1 (stereo unspecified)	-3	1	-4	-13	2	-16	-6
Cc1ccc(S(=O)(=O)N2CCC(C(=O)NCCCN3CCCC3=O)CC2)cc1C	2	-6	-2	·	-2	0	8
Fc1ccc(NC(=S)NC2CCCCC2)c(F)c1F	1	-16	23	-10	·	·	-19
C[C@@H]1CN([C@@H](C)CO)C(=O)CCCn2nncc2CO[C@@H]1CN(C)S(=O)(=O)c1ccc(C#N)cc1	1	-5	-3	·	3&3	-1&0	-10
COc1ccc(S(=O)(=O)N2CCC(C(=O)N[C@@H](C)C(=O)NCc3ccco3)CC2)cc1	0	-1	-7	·	5	-3	-2
O=C(C[C@@H]1CC[C@@H]2[C@H](COC[C@@H](O)CN2C(=O)c2ccccc2)O1)NCc1cccc(F)c1	3	-4	-3[16.7 µM]	-3	5	-1	0
CCOC(=O)C1CCN(C(=O)CCc2nnc3ccc(N4CCC(C)CC4)nn23)CC1	1	5	3	-3	-3	-4	5
